# Screening data from PubChem BioAssay.
# GlmU inhibition = inhibition of mycobacterial GlmU enzyme – biochemical, glucosamine-1-phosphate acetyltransferase (AID 1376); 220,000 tested, 0.25% active; inhibition, %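 (tested at 30 µM in the primary screen)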, or IC50 in µM where a hit was titrated; M. tuberculosis GlmU acetyltransferase enzyme assay; higher % means a stronger effect; in the data active means inhibition above about 13%;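 further: 0% = complete reaction with vehicle and 100% = reaction without substrate; strong numbers were not always called active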
# RmlCD inh 1536 = M. tuberculosis RmlC/RmlD inhibition; P9WH09+P9WH11; RmlC+RmlD coupled enzyme assay, percent inhibition; primary screen in compound mixtures; inhibition, % at 3.6 µM; 160,000 tested, 0.03% active; in the data active means inhibition mostly above about 34%, no sharp cut-off; further: some results filed as inactive read as strong as hits
# Target sequence (P9WH09 whole entry, looked up): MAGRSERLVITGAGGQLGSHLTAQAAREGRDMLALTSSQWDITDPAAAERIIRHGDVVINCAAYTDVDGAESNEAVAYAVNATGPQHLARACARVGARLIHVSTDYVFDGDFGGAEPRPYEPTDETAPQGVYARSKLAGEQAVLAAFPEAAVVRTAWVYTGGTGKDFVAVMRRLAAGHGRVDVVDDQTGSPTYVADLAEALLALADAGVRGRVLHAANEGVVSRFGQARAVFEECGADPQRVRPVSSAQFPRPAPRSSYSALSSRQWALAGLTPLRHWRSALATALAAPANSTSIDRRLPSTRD
# Target sequence (P9WH11 whole entry, looked up): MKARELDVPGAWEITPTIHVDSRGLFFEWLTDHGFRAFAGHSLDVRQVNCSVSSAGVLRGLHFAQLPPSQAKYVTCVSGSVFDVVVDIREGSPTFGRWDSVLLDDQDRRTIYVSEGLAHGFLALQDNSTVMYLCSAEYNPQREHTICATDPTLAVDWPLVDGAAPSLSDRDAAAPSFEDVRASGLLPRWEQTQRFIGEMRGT
# An asterisk follows results filed as active; . = not tested or not shown; & = joins results of further samples.
# Each structure is followed by: GlmU inhibition	RmlCD inh 1536
> COc1ncccc1-c1nnn(-c2ccccc2Br)n1
  0.6%	.
> O=C1c2ccccc2C(Nc2ccccc2)N1Cc1ccc2c(c1)OCO2 (stereo not given)
  2.2%	62
> CCCNS(=O)(=O)c1ccc(OCC(=O)N2CCN(c3ccccc3)CC2)cc1
  0.2%	7
> Cc1sc(NC(=O)C2CCCC2)c(C#N)c1C
  5.4%	.
> Cn1nnnc1SCC(=O)Nc1ccccc1C(=O)NCc1ccccc1
  5.2%	.
> CCOc1ccc2cc(C#N)c(SCC(=O)N3CCOCC3)nc2c1
  -1.8%	.
> CCCn1c(SCC(=O)NCc2ccco2)nc2c1c(=O)n(C)c(=O)n2C
  -0.7%	19
> Cc1c(NC(=O)C(C)OC(=O)c2cccs2)c(=O)n(-c2ccccc2)n1C (stereo not given)
  -4.1%	-7
> c1nc(NC2CCCC2)c2[nH]cnc2n1
  3.6%	-12
> CCOc1ccc(Br)cc1S(=O)(=O)Nc1ccc(C(=O)Nc2ccccc2OC)cc1
  7.0%	42
> CCOC(=O)c1cc2sccc2n1CC(=O)Nc1ccc(OC)c(OC)c1
  -1.8%	.
> CN(CCNS(=O)(=O)c1ccc2c(c1)oc(=O)n2C)Cc1ccccc1
  -0.5%	6
> Cc1ccc(NC(=O)C2CCN(S(C)(=O)=O)CC2)cc1C
  -1.8%	0
> OCC1(Cc2cccc(F)c2)CCN(Cc2ccc3cccc(F)c3n2)CC1
  -1.9%	9
> Cc1ccccc1OCCCn1c(=O)sc2ccccc21
  1.8%	.
> Cc1cc(O)cc(O)c1C(=O)Cc1ccccc1
  4.7%	.
> Cc1ccc(S(=O)(=O)NCC(=O)OCC(=O)Nc2ncc(Cl)cc2Cl)cc1
  3.2%&-0.5%	2
> CC1(C)Cc2cccc(OCC(N)=O)c2O1
  1.1%	-11
> C/C(=N/NC(=O)c1cccs1)c1cccc(N)c1
  0.9%	-4
> Cc1ccc(Sc2ncccc2COC(=O)Nc2ccccc2)cc1
  3.2%	-8
> CCN1CCCC(OC(=O)c2cc(-c3ccccc3Cl)nc3ccccc23)C1 (stereo not given)
  -3.8%	-4
> O=C(c1ccccc1)N1CCN(C(=O)N2CCCCC2)CC1
  2.8%	13
> c1ccc2c(c1)CC1(CCCC1)n1nnnc1-2
  3.1%	31
> COc1ccccc1-c1noc(-c2ccncc2)n1
  -3.0%	-7
> O=C(c1ccco1)N1CCN(c2ccc(S(=O)(=O)N3CCCC3)cc2)CC1
  -4.5%	.
> Cc1cc(C)n(CC(O)CN2c3ccccc3Sc3ccccc32)n1 (stereo not given)
  2.6%	.
> O=C(CCN1C(=O)c2ccccc2C1=O)C1=NN[C@@H]2C(=O)N(c3cccc(F)c3)C(=O)[C@H]12
  2.0%	-10
> CC1CCN(C(=O)CSc2nnc(-c3ccncc3)n2C)CC1
  -2.2%	.
> C/C(N)=C(/C#N)C(=O)CSc1nnc(Cc2ccccc2F)n1N
  2.4%	.
> CCOC(OCC)P(=O)(C(C)C)C(C)C
  8.8%	-6

# Each structure is followed by: GlmU inhibition	RmlCD inh 1536
> O=C(c1cccn2c(=O)c3cc(Cl)ccc3nc12)N1CCN(Cc2ccc3c(c2)OCO3)CC1
  .	-2
> O=C(CC1SC(=O)N(Cc2ccccc2Cl)C1=O)Nc1nccs1 (stereo not given)
  3.6%	-4
> COc1ccccc1N1CCN(C(=O)CCn2c(=O)[nH]c3ccsc3c2=O)CC1
  5.8%	.
> COc1ccc(C(C)=O)cc1CSc1nnc(-c2ccc(Cl)cc2)n1-c1ccccc1
  3.0%	17
> Cc1ccc(/C(N)=N/OC(=O)c2cccc(Cn3cc(C(F)(F)F)ccc3=O)c2)cc1
  -1.5%	-3
> CC(C(=O)Nc1ccc(Br)cc1C(=O)c1ccccc1)N1CCCCC1 (stereo not given)
  -0.8%	-9
> COc1cccc(CNc2cccc3cccnc23)c1O
  1.1%	.
> Cc1cc(C)n(-c2nnc(C)n2NS(C)(=O)=O)n1
  3.0%	11
> Cn1c(=O)c2c(nc(N3CCN(Cc4ccccc4)CC3)n2CCCc2ccccc2)n(C)c1=O
  0.8%	-9
> CCC1CCCCN1C(=O)CSc1nnc(-c2cccc(Cl)c2)o1 (stereo not given)
  0.8%	7
> O=C1Nc2ccccc2/C1=N\N=C\c1ccc(O)c(O)c1
  15%*	6
> O=C(Nc1ccccc1)c1ccc(-c2ccccc2Cl)o1
  2.0%	.
> CN(C)CCNC(=O)CNC(=S)N(Cc1ccccc1)Cc1cccnc1
  -2.0%	.
> CCN(CC)CCCn1c(C)cc2c(c1=O)C(c1ccc(OC)c(OC)c1OC)C(C#N)=C(N)O2 (stereo not given)
  3.7%	10
> Cc1cccc(N2CCN(C(=O)Cn3cccc3C(=O)c3ccccc3)CC2)c1C
  -2.0%	.
> CS(=O)(=O)N(CC(=O)NCc1ccncc1)c1ccc(Cl)c(Cl)c1
  -3.9%	-7
> CC(C)C(=O)Nc1ccc(C(=O)Nc2nnc(C(C)(C)C)s2)cc1
  3.4%	-40
> Cc1cccc(OCCCCCn2ccnc2)c1C
  6.4%	1
> COc1ccc(C2C=C(C)Nc3nc4ccccc4n32)cc1 (stereo not given)
  1.0%	10
> O=C(c1c(Cl)cccc1Cl)N1CCCCCC1
  1.8%	17
> CC(=O)N/N=C/c1cc(C(C)(C)C)cc(/C=N/NC(C)=O)c1O
  0.9%	9
> COC(=O)c1[nH]c2cc(C)ccc2c1NC(=O)CN1CCCc2ccccc21
  -6.7%	5
> O=C(c1cccnc1)N1CCN(c2ccc([N+](=O)[O-])cc2Cl)CC1
  -1.2%	8
> CCc1nc2c(oc3ccccc32)c(=O)[nH]1
  -0.8%	.
> COc1ccc(C)cc1S(=O)(=O)N1CCC(C(=O)NCCc2ccccc2)CC1
  5.3%	-19
> Cc1ccccc1NN1C(=O)C=CC1=O
  0.4%	.
> CC1(C)Oc2ccc3ccc(=O)oc3c2/C(=C/Nc2ccccc2)C1=O
  -3.8%	25
> O=C(CCCOc1ccccc1)N1CCCCC1
  3.0%	.
> O=C1CCC(=O)N1c1ccc(NCCc2ccccc2F)c([N+](=O)[O-])c1
  -2.2%	-14
> CN(C)S(=O)(=O)c1ccc(C(=O)Nc2nc(-c3cccs3)cs2)cc1
  -3.0%	4

# Another view of part of the listing above:
canonical_smiles | GlmU inhibition | RmlCD inh 1536
COC(=O)c1[nH]c2cc(C)ccc2c1NC(=O)CN1CCCc2ccccc21 | -6.7% | 5
O=C(CCCOc1ccccc1)N1CCCCC1 | 3.0% | .
CC1(C)Oc2ccc3ccc(=O)oc3c2/C(=C/Nc2ccccc2)C1=O | -3.8% | 25

# Carrying on.
# Each structure is followed by: GlmU inhibition	RmlCD inh 1536
> CC1=Nn2c(nnc2-c2cc(C)[nH]n2)SC1
  2.8%	17
> COc1ccc(-n2c(CCC(=O)O)ccc2-c2ccccc2)cc1
  3.5%	11
> COc1ccc(NC(=O)/C(C#N)=C\c2ccc(Br)o2)cc1
  7.4%	3
> COCCOC(=O)C1=C(C)NC(=O)CC1c1cc2c(cc1Br)OCO2 (stereo not given)
  -3.4%	-5
> C=CCNC(=O)C1CC2Cn3c(nc4cc(C)c(C)cc43)C2N1C (stereo not given)
  0.2%	.
> Cc1ccc(-c2cnc(NC(=O)c3cccc(Br)c3)s2)c(C)c1
  5.6%	3
> Cc1cc(NCc2ccccn2)ccc1Br
  8.8%	6
> Cc1ccc(C(=O)NS(=O)(=O)c2ccc(N=NN(C)C)cc2)cc1
  8.6%	.
> Cc1nnc(NC(=O)CSc2nnc(Cc3ccccc3)n2Cc2ccccc2)s1
  5.3%	3
> COC(=O)C1=C(C)N=C2SC(C#N)=C(N)N2C1c1cc(OC)c(OC)c(OC)c1 (stereo not given)
  3.5%	0
> O=C(OCc1cn(-c2ccc(Cl)c(Cl)c2)nn1)c1ccccc1Cl
  -2.3%	-5
> CCCCCC1C/C(=N\O)C=C(C)C1C(=O)OC (stereo not given)
  2.7%	1
> CC(C)SC1=NC(C)(C)C=C(/C=C/c2ccc(Cl)cc2Cl)N1
  1.3%	-7
> CCc1cc2cc(C)cc(C)c2nc1SCC(=O)NNC(=O)c1ccco1
  1.1%	3
> O=C(COc1ncnc2ccccc12)N1CCN(S(=O)(=O)c2ccc(Cl)cc2)CC1
  0.3%	.
> CCCC(C)NC(=O)COC(=O)c1cc(Br)c(Br)s1 (stereo not given)
  -2.3%	.
> CCCC(=O)Nc1ccc(NC(=O)c2ccccc2OC)cn1
  3.3%	-1
> O=C(Nc1ccc2c(c1)OCCO2)c1cnccn1
  8.4%	.
> CC(C)(C)NC(=O)NC(=O)CN1CCN(c2cccc(Cl)c2)CC1
  -1.6%	-1
> OCCN=c1cc(-c2ccccc2)oc2ccc(Cl)cc12
  -2.0%	-7
> O=C1NC(=Nc2ccccc2)S/C1=C\c1cccs1
  0.5%	-18
> Cc1nn(CC(=O)Nc2ccccn2)c(C)c1Br
  -2.3%	3
> CCOc1cc(/C=N/NC(=O)c2cccc([N+](=O)[O-])c2)ccc1OS(=O)(=O)c1ccccc1
  -0.9%	13
> O=C(Cc1ccccc1)Oc1ccc(N2C(=O)C3CCCCC3C2=O)cc1 (stereo not given)
  0.0%	.
> O=C(CCC(=O)OCC(=O)c1ccccc1)Nc1cccc2cccnc12
  3.9%	.
> COC(=O)CCn1nnc(-c2ccc(C)cc2)n1
  -1.3%	14
> Nc1nc(SCC(=O)Nc2ccc(S(N)(=O)=O)cc2)n[nH]1
  0.8%	-8
> CCc1cccc(C)c1NC(=S)NCC(c1cccnc1)N(C)C (stereo not given)
  -4.6%	13
> CSc1ccc(S(=O)(=O)NCc2ccc(Cl)cc2Cl)cc1
  1.6%	-1
> O=C(COC(=O)c1ccc(O)cc1O)NC1CCS(=O)(=O)C1 (stereo not given)
  -2.5%	.

# Each structure is followed by: GlmU inhibition	RmlCD inh 1536
> O=C(Nc1cc(=O)[nH]c(=O)[nH]1)c1cccc(Br)c1
  4.5%	-13
> Cc1cccc(C2=NNC(=O)C(c3ccc(Cl)cc3)C2)c1 (stereo not given)
  -2.8%	3
> Cc1ccc(C(=O)C(OC(=O)CN2C(=O)c3ccccc3C2=O)c2ccccc2)cc1C (stereo not given)
  4.5%	.
> CCN(Cc1ccccc1)C(=O)CSc1nc(C)cc(=O)[nH]1
  -2.1%	7
> CCN1CCN(C(=O)CN(c2ccccc2C)S(C)(=O)=O)CC1
  -1.6%	.
> O=C(/C=C/c1ccccc1[N+](=O)[O-])NC1CCCC1
  -2.3%	3
> Cc1ccc(N(C=NC#N)CC(=O)N2CCN(c3ccccc3)CC2)cc1
  2.6%	.
> O=C(NC1CCCc2ccccc21)c1cc(S(=O)(=O)N2CCOCC2)ccc1F (stereo not given)
  8.7%	0
> O=C(CSc1ccc(-c2ccco2)nn1)NCCc1ccccc1
  3.2%	-1
> COc1cc(OC)c(-c2nn3c(C4CCCCC4)nnc3s2)cc1OC
  -2.8%	.
> COc1cccc(C(=O)Oc2cc3c4c(c2)C(C)=CC(C)(C)N4C(=O)C3=O)c1
  1.8%	11
> CCCCCCC1(C)NC(=S)N(c2ccccc2)N1 (stereo not given)
  -0.2%	8
> Cn1c(CNC(=O)c2ccccc2F)nnc1SCc1ccc(F)cc1
  7.5%	-10
> Cc1ccccc1NC(=S)N/N=C/C(C)c1ccccc1 (stereo not given)
  -3.7%	-13
> O=C(O)/C(=C\c1cccc(F)c1)c1ccc(S(=O)(=O)N2CCCCC2)s1
  4.9%	-3
> COCCn1c(SCCCC(=O)c2ccc(Br)cc2)nnc1-c1ccncc1
  .	9
> CCCN(CCC)CCCn1c(=O)[nH]c2ccccc21
  -3.1%	-10
> Cc1cccc(CN(CC(=O)N/N=C/c2cccs2)S(=O)(=O)c2ccc(Cl)cc2)c1
  0.9%	.
> c1ccc(Nc2nc(NCC3CCCO3)c3ccccc3n2)cc1 (stereo not given)
  -1.4%	-11
> CCOC(=O)CN1C(=O)C(C)(C)Oc2ccc(C(=O)Nc3ccccc3)cc21
  -1.2%	6
> CC1=CCC2C(=O)N(c3ccc(Br)cc3C)C(=O)C2C1 (stereo not given)
  1.8%	.
> CC(C)=N/N=c1\scc(C)n1Cc1ccco1
  2.7%	8
> CCCc1nc2c(s1)CCc1onc(-c3ccc(OC)cc3)c1-2
  2.1%	.
> COCCNCCCCOc1ccc(Br)cc1C
  -6.2%	-4
> N#CC1=C(N)Oc2cc(O)ccc2C1c1cccs1 (stereo not given)
  3.0%	.
> O=C(Nc1ccc(Cl)cc1)/C(=C/c1cccc(O)c1)c1nc2ccccc2s1
  3.6%	17
> NC(=O)NC(=O)c1nccnc1C(=O)O
  3.0%	-5
> O=C(COC(=O)c1cccs1)Nc1ccccc1
  3.4%	.
> CC(C)CCNC(=O)CSc1nc2ccsc2c(=O)n1NC(=O)c1ccccc1
  2.9%	3
> Cc1c(C(=O)NCc2ccc(F)cc2)c(-c2ccccc2)nn1-c1ccccc1
  -4.6%	4

# Each structure is followed by: GlmU inhibition	RmlCD inh 1536
> COc1cccc(NC(=S)C(C#N)=C2N(C)c3ccccc3N2C)c1
  -8.2%	4
> Cc1cc(C)c(C#N)c(SCC(=O)c2ccc(Cl)cc2Cl)n1
  14%*	.
> NC(=S)N=Nc1c(O)n(CCCl)c2ccc(Br)cc12
  2.3%	-7
> Cc1ccc(NC(=O)CCNC(=O)c2ccco2)cc1F
  -0.9%	7
> Fc1ccc(Cn2nnnc2C(c2ccc(Cl)cc2)N2CCSCC2)cc1 (stereo not given)
  0.4%	-60

# Individual results from the entries so far.
# In RmlCD inh 1536, CC(C)(C)NC(=O)NC(=O)CN1CCN(c2cccc(Cl)c2)CC1 is listed with -1
# In GlmU inhibition, Cc1ccc(C(=O)C(OC(=O)CN2C(=O)c3ccccc3C2=O)c2ccccc2)cc1C (stereo not given) is listed with 4.5%
# In GlmU inhibition, O=C(Nc1ccccc1)c1ccc(-c2ccccc2Cl)o1 is listed with 2.0%
# In GlmU inhibition, CCOc1ccc(Br)cc1S(=O)(=O)Nc1ccc(C(=O)Nc2ccccc2OC)cc1 is listed with 7.0%
# In GlmU inhibition, CCc1nc2c(oc3ccccc32)c(=O)[nH]1 is listed with -0.8%
# In RmlCD inh 1536, Cc1cc(NCc2ccccn2)ccc1Br is listed with 6

# An excerpt. The share of hits here may be higher or lower than overall.
